# Source: PubChem BioAssay (National Center for Advancing Translational Sciences (NCATS))
# POLB inh: DNA polymerase beta (human) inhibition. P06746. 340,000 tested, 1.3% active. Potency, µM (highest dose often 114 µM), without a hit: at the top dose activity change, negative = inhibition, usual class: inhibitors. Pol beta primer extension/strand displacement, fluorescence kinetic; further: potency means the concentration at half of the fitted maximal effect; on the % scale 0 is the no-effect control and ±100 the full control effect
#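 Enzyme-only controls used 10 nM Pol beta; buffer lacking enzyme served as negative control. Compound preincubated 15 min, then 50 nM substrate added; 0 and 10 min reads at room temperature.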
# POLK inh: DNA polymerase kappa (human) inhibition; Q9UBT6; purified Pol kappa, fluorescent DNA synthesis assay, 10 min; 400,000 tested, 0.53% active; Potency, µM (top dose mostly 107 µM), without a hit: at the highest dose activity, negative = inhibition, usual class: inhibitors; further: potency means the concentration at half of the fitted maximal effect; on the % scale 0 is the no-effect control and ±100 the full control effect
# Target sequence (Q9UBT6 whole entry, looked up): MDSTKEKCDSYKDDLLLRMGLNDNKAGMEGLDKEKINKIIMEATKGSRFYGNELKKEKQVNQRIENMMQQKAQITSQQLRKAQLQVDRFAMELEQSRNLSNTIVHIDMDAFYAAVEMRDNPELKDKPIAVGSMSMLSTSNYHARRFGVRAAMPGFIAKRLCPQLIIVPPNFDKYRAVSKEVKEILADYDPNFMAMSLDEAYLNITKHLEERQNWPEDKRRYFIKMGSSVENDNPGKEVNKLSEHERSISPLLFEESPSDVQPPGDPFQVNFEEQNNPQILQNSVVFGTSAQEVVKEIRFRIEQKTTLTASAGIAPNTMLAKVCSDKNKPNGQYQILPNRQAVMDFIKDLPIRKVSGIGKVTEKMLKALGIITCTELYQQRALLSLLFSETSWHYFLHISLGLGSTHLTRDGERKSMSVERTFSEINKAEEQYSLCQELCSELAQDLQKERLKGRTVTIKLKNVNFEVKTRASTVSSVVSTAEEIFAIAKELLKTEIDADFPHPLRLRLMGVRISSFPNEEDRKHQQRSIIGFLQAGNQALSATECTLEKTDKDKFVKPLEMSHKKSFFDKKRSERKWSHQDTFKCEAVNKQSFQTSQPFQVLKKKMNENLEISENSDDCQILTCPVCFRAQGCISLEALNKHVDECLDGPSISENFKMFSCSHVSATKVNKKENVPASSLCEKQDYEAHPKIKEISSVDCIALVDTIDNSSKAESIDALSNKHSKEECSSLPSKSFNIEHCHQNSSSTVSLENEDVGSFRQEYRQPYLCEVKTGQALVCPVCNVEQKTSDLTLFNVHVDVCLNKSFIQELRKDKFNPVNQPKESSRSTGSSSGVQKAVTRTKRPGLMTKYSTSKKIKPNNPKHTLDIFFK
#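 Activity was followed as the change in fluorescence between reads at 0 and 10 min after starting the reaction with 50 nM substrate. Beforehand, 10 nM polymerase had been preincubated with compound for 15 min at room temperature.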
# ERG-DNA inh: inhibitors of human ERG Ets domain-DNA interaction; Potency, µM (series often up to 76.9 µM), for inactives: at the top dose FP activity, negative = inhibition, usual class: inhibitors; fluorescence polarization, His-ERG Ets domain / labelled DNA; P11308; 370,000 tested, 0.028% active; AID 624246; active means well fitted inhibition curve with a large enough effect in the polarisation, with a control signal flat; inconclusive means small, poorly fitted or top-dose-only effect, or effect the other way, or a change in a side signal; inactive means no such curve, though single readings can be large or run the other way; the % refers to the polarisation;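 further: polarization taken with two DNA probes labelled with fluorescein and Texas red; potency means the concentration at half of the fitted maximal effect; % of control where 0% means no effect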
#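 His-tagged ERG Ets domain (1 uM in the protein solution; 300mM KCl, 50mM Tris-HCl, 1mM EDTA, 1mM DTT, pH 7.5) received compound, then a probe mix of 5 nM fluorescein-DNA and 100nM Texas-615-DNA. Fluorescence polarization was read for both dyes.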
# Anesthetic bind: candidate novel general anesthetic via apoferritin binding; apoferritin/1-aminoanthracene competitive binding, fluorescence; 350,000 tested, 0.074% active; P02791; Potency, µM (top dose mostly 77.5 µM), for the others: at the highest dose activity change, negative = displacement, actives largely listed as inhibitors; further: potency means the concentration at half of the fitted maximal effect; on the % scale 0 is the no-effect control and ±100 the full control effect; nearly all actives have a fitted effect of over 20% in size
# Target sequence (P02791 2-175 limits assumed): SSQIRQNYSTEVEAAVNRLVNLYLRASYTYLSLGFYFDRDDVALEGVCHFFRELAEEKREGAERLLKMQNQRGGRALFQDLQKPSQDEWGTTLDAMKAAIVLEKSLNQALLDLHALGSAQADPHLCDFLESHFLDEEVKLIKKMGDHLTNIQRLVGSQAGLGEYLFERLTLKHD
#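 Apoferritin-based anesthetic binding model; compound displacement of fluorescent 1-AMA measured as endpoint fluorescence after 10 minutes at room temperature, scaled to free-ligand and complex controls.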
# APE1 inh: inhibitors of human APE1 endonuclease; P27695; recombinant APE1, TAMRA/BHQ-2 abasic DNA cleavage fluorescence; Potency, µM (highest dose often 65.8 µM), without a hit: at the top dose activity change, negative = inhibition, hits mostly inhibitors; 350,000 tested, 0.35% active;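 further: potency means the concentration at half of the fitted maximal effect; plate controls were vehicle for no effect and reference inhibitor for full effect; nearly all actives have a fitted effect of over 55% in size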
#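 Quantitative HTS: incision of a TAMRA/BHQ-2 double-stranded substrate bearing a tetrahydrofuran abasic site by 0.75 nM APE1 raises fluorescence. Substrate 50 nM final, added after 15 min compound preincubation at room temperature; progress as third-minus-first kinetic read difference.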
# POLI inh: inhibitors of human DNA polymerase iota; Q9UNA4; Pol iota fluorescent replication assay, 10 min; Potency, µM (titrated, usually from 115 µM), inactives show top-dose activity, negative = inhibition, usual class: inhibitors; 390,000 tested, 1% active; AID 588590; further: potency means the concentration at half of the fitted maximal effect
#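 Pol iota at 10 nM preincubated 15 min with compounds at room temperature; reaction started with fluorescent substrate, 50 nM final. Fluorescence read kinetically at 0 and 10 min; buffer-only wells as negative control.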
# BLM helicase inh: blocks DNA unwinding by human BLM helicase | P54132 | recombinant BLM DNA unwinding, fluorescence dequenching | Potency, µM (series often up to 56.1 µM), inactives show at the highest dose activity change, negative = inhibition, most hits filed as inhibitors | 350,000 tested, 0.2% active | AID 2528;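 further: potency means the concentration at half of the fitted maximal effect; plate controls were vehicle for no effect and no enzyme for full effect; nearly all actives have a fitted effect of over 35% in size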
# TRHR agonist: TRH receptor (human) agonism; 360,000 tested, 0.18% active; P34981; activation, % at 2 µM; TRHR cells, calcium flux fluo-8, FDSS agonist mode; in the data active means activation above about 30%; further: 0% is about no effect
#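 TRHR-expressing cells loaded with fluo-8 calcium dye; 23 nL library compound pin-transferred, kinetic FDSS fluorescence (Ex 480/Em 530) recorded about 180 s for agonist-induced calcium release, before a 10 nM TRH EC20 addition for potentiator mode.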
# 12-LOX inh: ALOX12 (human) lipoxygenase inhibition; Potency, µM (titrated, usually from 108 µM), for the others: top-dose activity change, negative = inhibition, actives largely listed as inhibitors; 580,000 tested, 1.1% active; purified 12hLO, xylenol orange hydroperoxide absorbance; further: potency means the concentration at half of the fitted maximal effect; on the % scale 0 is the no-effect control and ±100 the full control effect
#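 Purified human 12hLO (150 nM final) in 25 mM Hepes, 0.01% Triton X-100, pH 7.0 was preincubated 15 min at room temperature with compound. Then 40 uM arachidonic acid was added, 30 min. Hydroperoxide was read by Fe-XO absorbance ratio 573/405 nm.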
# * marks the source's active call; other numbers are inactive results; ? = inconclusive; / = no result given; [ ] = dose if it differs, or a comment. Unless noted, the call rests on the fitted dose curve; in most records, active means well fitted curve in the direction sought with a large enough effect; inconclusive means small, poorly fitted or top-dose-only effect, or another doubt; inactive means no such curve, though single readings can be large; an effect the other way counts as inactive or inconclusive. This is a subset; the hit share may differ from the screen's.
SMILES,POLB inh,POLK inh,ERG-DNA inh,Anesthetic bind,APE1 inh,POLI inh,BLM helicase inh,TRHR agonist,12-LOX inh
Cc1cccc(N(O)C(=O)Nc2cccc(Cl)c2)c1,41%,-12%,-1%,-14%,-9%,147%[activator],-5%,0.9,-1%
CC(NC(=O)COc1ccccc1)C(=O)N1CCN(c2ccccc2)CC1 (stereo not drawn),/,-4%,1%,/,-9%,-12%,/,0.1,6%
COc1ccc(C(C(=O)NC(C)(C)C)N(CCc2ccccc2)C(=O)CCC(=O)Nc2cc(C)on2)cc1 (stereo not drawn),26%,-15%,-6%,-20%,1%,116%[activator],-7%,0.7,-7%
COc1nonc1NCn1nc(C)cc1C,15%,-24%,-4%,-10%,2%,-10%,0%,0.3,-3%
OCCC1CN(Cc2ccc(Oc3ncccn3)cc2)CCN1Cc1ccc(F)c(F)c1 (stereo not drawn),4%,-3%,-14%,0%,19%,-9%,1%,1.0,-9%
Cc1ccc(C)c(OCCC(=O)OCC(=O)Nc2cccc(S(=O)(=O)N3CCCC3)c2)c1,/,-12%,18%,/,22%,-12%,/,-0.4,-20%
O=C(COc1coc(CN2CCN(c3ccccc3)CC2)cc1=O)N1CCc2ccccc21,/,-9%,10%,/,-11%,6%,/,-0.8,-22%
Nc1nnc(SCC(=O)Nc2cccc(S(=O)(=O)N3CCCCC3)c2)s1,/,-5%,1%,/,-8%,-15%,/,-0.1,-3%
Cc1ccc(/C=C/c2onc(C)c2S(=O)(=O)N2CCC(C(=O)N3CCN(c4cccc(C)c4)C(C)C3)CC2)cc1 (stereo not drawn),-12%,-3%[60.1 µM],-3%,-11%,/,14%,-7%,0.3,0%
CCOc1ccc(CCNC(=O)Cn2ccc3ccccc3c2=O)cc1OCC,19%,-13%,-1%,-5%,21%,126%[activator],-9%,-0.8,28%
Cc1ccc(N(C)S(=O)(=O)c2ccc(-c3coc(C)n3)cc2)cc1,3%,-9%[60.1 µM],-2%,4%,/,16%,-4%,-0.3,-20%
COc1cc(C2NC(=O)NC(C)=C2C(=O)OC(C)C)ccc1OC(=O)c1ccco1 (stereo not drawn),20%,-5%,/,-14%,-4%,-11%,-10%,-0.6,-21%
CC1(C)CC(=O)N(c2cc(Cl)ccc2Cl)C(=O)C1,14%,-18%,-6%,-20%,11%,-7%,-4%,-0.3,3%
O=C(Nc1ncn[nH]1)c1cc(S(=O)(=O)Nc2cccc(C(F)(F)F)c2)ccc1Cl,-6%,-11%,6%,-17%,-3%,161%[activator],-4%,0.2,18%
C/C(=N/NS(=O)(=O)c1cc(C)ccc1C)c1ccc2c(c1)OCO2,39%,2%,-15%,-21%,3%,17%,-7%,-0.8,0%
Cn1cc(S(=O)(=O)CC(=O)N2CCc3ccccc32)c2ccccc21,17%,-19%,2%,-4%,0%,36%[activator],-2%,-0.1,17%
Cc1cccc(-n2cnc(C(=O)Nc3cccnc3)c2)n1,33%,-5%,0%,-16%,-9%,2%,1%,0.4,2%
COc1cccc(-n2c(Cc3cc(=O)[nH]c(=O)[nH]3)nnc2SCC(=O)NC2CCCC2)c1,1%,5%,12%,-5%,4%,18%,1%,1.3,-2%
COC(=O)Nc1sc2c(c1C(=O)N1CCOCC1)CCC(C)C2 (stereo not drawn),-10%,-2%,3%,-2%,-2%,?,-2%,-0.9,-34%
c1ccc(CSc2nccc(-c3ccco3)n2)cc1,/,1%,13%,/,/,3%,/,/,?
Cc1cc(-c2csc3ncnc(N4CCN(C)CC4)c23)cc(C)c1C,-6%,-6%,-5%,-5%,16%,19%,2%,-0.1,-16%
Cc1csc(NC(=O)CS(=O)(=O)Cc2ccccc2)n1,25%,0%,-1%,-11%,-1%,-19%,3%,0.5,2%
Nc1nc(SCC(=O)Nc2ccccc2)[nH]c(=O)c1NC(=O)c1cccs1,?,6%,-11%,-9%,-4%,32%[activator],2%,-0.3,30%[activator]
Cc1cccc(Cn2c(=O)n(CC3CCC(C(=O)N4CCC(C)CC4)CC3)c(=O)c3sccc32)c1 (stereo not drawn),11%,16%,3%,5%,/,-3%,-6%,0.1,-17%
O=C(O)c1ccc(CN2C(=O)c3ccccc3S2(=O)=O)cc1,43%,-19%,-3%,-8%,-3%,9%,-1%,-0.1,11%
Cc1nc2ccccc2c2c1CC(C(C)(Cl)Br)O2 (stereo not drawn),25%,4%,13%,-12%,-1%,3%,-2%,-0.5,1%
Cc1cc2ccccc2n1CCNC(=O)C(C)(C)C,18%,-24%,22µM*,-8%,2%,-8%,2%,2.8,?
CCOc1ccccc1OCC(=O)NN1Cc2ccccc2C1=N,8%,2%,11%,-3%,2%,?,1%,-0.1,0%
Cn1c(C(=O)OCC(=O)NCc2ccc(F)cc2)cc2occc21,/,-7%,3%,/,6%,6%,/,-0.9,-12%
CCCCNC(=O)CNC(=S)N(Cc1ccccc1)Cc1cccnc1,-23%,-5%,-10%,-2%,3%,100%[activator],-2%,-0.5,2%
CCOc1ccc(NC(=O)CSc2nc(=O)n(CCCN3CCOCC3)c3c2CCC3)cc1,/,-2%,0%,/,-4%,12%,/,0.0,2%
O=C(CCN1C(=O)c2ccccc2C1=O)Nc1cccc(O)c1,-8%,-11%,2%,6%,56%[activator],122%[activator],-1%,0.3,0%
COC(=O)c1cnc(Oc2ccc(NC(=O)NC(=O)c3c(F)cccc3Cl)cc2)cc1C(F)(F)F,-3%,10%,-1%,-15%,-5%,72%[activator],-4%,1.3,?
COc1ccc(NC(=O)C(CC(=O)O)Cc2ccc(Cl)cc2)cc1 (stereo not drawn),4%,-10%,5%,-7%,-8%,8%,3%,-0.1,0%
CN(C)CCNC(=O)COc1ccc(Cl)cc1Cl,9%,-13%,-2%,-9%,2%,1%,-9%,0.2,1%
COc1ccc(NC2=C3CCCC=C3N(c3ccc(OC)cc3)C2=O)cc1,34%,-6%,-15%,-13%,-11%,-3%,-12%,3.2,-28%
COC(=O)CN(c1ccccc1)S(=O)(=O)c1cc(Br)ccc1OC,-13%,-13%,13%,-16%,4%,54%[activator],-9%,2.8,-12%
CC(=O)c1ccc(NC(=O)CCCN2C(=O)COc3ccc(C)cc32)cc1,0%,-11%,7%,-2%,25%,?,0%,0.3,-5%
Cc1ccnc(SCc2cc(=O)c(OC(=O)c3ccc(Br)o3)co2)n1,?,-13%,17%,-8%,-3%,-5%,-6%,-0.5,1%
CC1=NN(c2nc3ccccc3[nH]2)C(=O)C1Cc1ccccc1 (stereo not drawn),2%,-2%,-3%,-11%,?,12%,-1%,-1.2,/
CC(=O)Nc1nc(-c2ccccc2)c(-c2ccccc2)o1,59%,-3%,4%,3%,?,11%,-3%,0.4,-5%
COc1cccc(N2CCN(CC(=O)Nc3nc4c(s3)CC(C)CC4)CC2)c1 (stereo not drawn),-5%,-2%,4%,-17%,-4%,-23%[58.9 µM],-7%,-0.2,-11%
COc1cc(C2NC(=S)NC3=C2C(=O)CCC3)ccc1O (stereo not drawn),9%,5%,0%,3%,9%,55%[activator],0%,0.8,-8%
O=C(CCc1ccccc1)NCCS(=O)(=O)N1CCN(c2ccccc2)CC1,/,-7%,-4%,/,-9%,7%,/,-0.1,0%
CCOC(=O)c1ccc2c(c1)n(CC)c(C)[n+]2CC,2%,0%,34%[activator],-3%,-3%,111%[activator],2%,0.0,?
Cc1ccc(C(=O)N2N=C(c3ccccc3)CC2(O)C(F)(F)F)o1 (stereo not drawn),24%,-9%,1%,-15%,22%,34%[activator],-3%,0.3,4%
CSC(=CC(=O)c1ccc(F)cc1)SC,19%,-6%,-3%,-13%,16%,30%,-6%,0.0,18%
COc1ccc(S(=O)(=O)Nc2ccccc2C(=O)N2CCCC2)cc1OC,0%,-25%,9%,10%,3%,-2%,1%,0.2,-14%
O=C(CN1C(=O)NC2(CCc3ccccc32)C1=O)Nc1c(Cl)cccc1Cl (stereo not drawn),/,-14%,-2%,/,25%,-2%,/,/,389%[activator]
CCc1ccc(S(=O)(=O)NCCc2cn3ccsc3n2)s1,34%,-7%,1%,-7%,16%,1%,1%,-0.2,34%[activator]
COc1ccc(NC(=O)c2oc3ccccc3c2NC(=O)Cc2coc3c(C)c(C)ccc23)cc1,4%,17%,1%,28%,/,23%,-5%,0.2,8%
CC(=O)Nc1cccc(-c2nc(-c3ccccc3)no2)c1,?,-4%[60.1 µM],-3%,-12%,/,5%,2%,0.7,-18%
Cc1ccc(Nc2nc(N)nc(CN3CCC(C)CC3)n2)c(C)c1,/,-5%,-11%,/,/,8%,/,/,-1%
CCCCC1CCC(C(=O)N(C)CC(=O)Nc2cccc(OC)c2)CC1 (stereo not drawn),/,-11%,1%,/,-23%,30%[activator],/,-0.9,-26%
O=C(Cn1nc(C(F)(F)F)c2c1CCC2)NCc1ccc(F)cc1,15%,?,4%,-18%,-2%,12%,-2%,0.0,0%
O=C(NCc1nnc(SCC(=O)N2CCN(c3ccccc3)CC2)o1)c1ccc(F)cc1,31%,-9%,1%,-2%,55%[activator],16%,-5%,-0.1,4%

# A stretch of the results above, for reference:
SMILES,POLB inh,POLK inh,ERG-DNA inh,Anesthetic bind,APE1 inh,POLI inh,BLM helicase inh,TRHR agonist,12-LOX inh
CCCCC1CCC(C(=O)N(C)CC(=O)Nc2cccc(OC)c2)CC1 (stereo not drawn),/,-11%,1%,/,-23%,30%[activator],/,-0.9,-26%
O=C(Cn1nc(C(F)(F)F)c2c1CCC2)NCc1ccc(F)cc1,15%,?,4%,-18%,-2%,12%,-2%,0.0,0%
O=C(NCc1nnc(SCC(=O)N2CCN(c3ccccc3)CC2)o1)c1ccc(F)cc1,31%,-9%,1%,-2%,55%[activator],16%,-5%,-0.1,4%
